# JMJD2A Tudor inh = inhibitors of human JMJD2A Tudor domain. AlphaScreen JMJD2A-Tudor / H3K4me3 peptide binding. Potency, µM (highest dose often 114 µM), for the others: at the highest dose activity change, negative = inhibition, actives largely listed as inhibitors. 390,000 tested, 4.4% active. AID 504339; further: on the % scale 0 is the no-effect control and ±100 the full control effect; nearly all actives have a fitted effect of over 50% in size
# Pol eta inh = blocks human DNA polymerase eta activity; Q9Y253; AID 588591; 390,000 tested, 1.2% active; Potency, µM (titrated, usually from 114 µM), for inactives: at the highest dose activity change, negative = inhibition, actives largely listed as inhibitors; recombinant Pol eta, fluorescent DNA replication assay; further: on the % scale 0 is the no-effect control and ±100 the full control effect
#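 Fluorescent replication assay: 50 nM final substrate added after a 15 min room-temperature compound preincubation with 10 nM enzyme. Signal taken at 0 min and again at 10 min.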
# APEX1 inh = inhibitors of human APE1 endonuclease; P27695; recombinant APE1, TAMRA/BHQ-2 abasic DNA cleavage fluorescence; Potency, µM (titrated, usually from 65.8 µM), for inactives: top-dose activity change, negative = inhibition, hits mostly inhibitors; 350,000 tested, 0.35% active; AID 2517;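 further: plate controls were vehicle for no effect and reference inhibitor for full effect; nearly all actives have a fitted effect of over 55% in size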
#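 Enzyme (0.75 nM final) and test compound are incubated 15 min at room temperature before adding 50 nM quenched THF abasic-site duplex. Cleavage dequenches TAMRA, followed at 525/598 nm over three reads one minute apart.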
# POLB inh = DNA polymerase beta (human) inhibition | P06746 | Pol beta primer extension/strand displacement, fluorescence kinetic | Potency, µM (series often up to 114 µM), without a hit: at the highest dose activity change, negative = inhibition, usual class: inhibitors | 340,000 tested, 1.3% active; further: on the % scale 0 is the no-effect control and ±100 the full control effect
#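 Enzyme-only controls used 10 nM Pol beta; buffer lacking enzyme served as negative control. Compound preincubated 15 min, then 50 nM substrate added; 0 and 10 min reads at room temperature.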
# BLM inh = Bloom syndrome helicase (human) inhibition; recombinant BLM DNA unwinding, fluorescence dequenching; Potency, µM (series often up to 56.1 µM), for the others: at the top dose activity change, negative = inhibition, hits mostly inhibitors; 350,000 tested, 0.2% active;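 further: plate controls were vehicle for no effect and no enzyme for full effect; nearly all actives have a fitted effect of over 35% in size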
# BAZ2B inh = blocks human BAZ2B; Q9UIF8; AlphaScreen BAZ2B-H3K14Ac peptide displacement; Potency, µM (titrated, usually from 114 µM), for the others: at the highest dose activity change, negative = inhibition, most hits filed as inhibitors; 360,000 tested, 4.4% active; further: on the % scale 0 is the no-effect control and ±100 the full control effect; nearly all actives have a fitted effect of over 60% in size
#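 BAZ2B 50 nM plus b-H3(5-23)K14Ac 50 nM, PBS pH 7.4/0.01% Tween-20, 30 min RT; compound added (max 110 uM), 30 min RT; streptavidin donor/Ni-chelate acceptor beads 10 ug/mL final, 20 min dark; AlphaScreen read.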
# G9a inh = blocks human histone lysine methyltransferase G9a | Q96KQ7 | G9a H3K9 monomethylation, AlphaScreen, 2 h | Potency, µM (titrated, usually from 102 µM), for inactives: top-dose activity, negative = inhibition, actives largely listed as inhibitors | 350,000 tested, 8.8% active | AID 504332; further: on the % scale 0 is the no-effect control and ±100 the full control effect; nearly all actives have a fitted effect of over 75% in size
#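 Quantitative HTS format: methyltransferase activity on a biotin-tagged H3K9 peptide is measured by AlphaScreen, using a rabbit anti-monomethyl-H3K9 antibody with streptavidin donor and anti-IgG acceptor beads. Final levels are 20 nM enzyme, 500 nM peptide, 20 uM SAM; 2 h RT.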
# Pol kappa inh = DNA polymerase kappa (human) inhibition. Q9UBT6. purified Pol kappa, fluorescent DNA synthesis assay, 10 min. Potency, µM (top dose mostly 107 µM), inactives show top-dose activity, negative = inhibition, usual class: inhibitors. 400,000 tested, 0.53% active. AID 588579; further: on the % scale 0 is the no-effect control and ±100 the full control effect
# Target sequence (Q9UBT6 whole entry, looked up): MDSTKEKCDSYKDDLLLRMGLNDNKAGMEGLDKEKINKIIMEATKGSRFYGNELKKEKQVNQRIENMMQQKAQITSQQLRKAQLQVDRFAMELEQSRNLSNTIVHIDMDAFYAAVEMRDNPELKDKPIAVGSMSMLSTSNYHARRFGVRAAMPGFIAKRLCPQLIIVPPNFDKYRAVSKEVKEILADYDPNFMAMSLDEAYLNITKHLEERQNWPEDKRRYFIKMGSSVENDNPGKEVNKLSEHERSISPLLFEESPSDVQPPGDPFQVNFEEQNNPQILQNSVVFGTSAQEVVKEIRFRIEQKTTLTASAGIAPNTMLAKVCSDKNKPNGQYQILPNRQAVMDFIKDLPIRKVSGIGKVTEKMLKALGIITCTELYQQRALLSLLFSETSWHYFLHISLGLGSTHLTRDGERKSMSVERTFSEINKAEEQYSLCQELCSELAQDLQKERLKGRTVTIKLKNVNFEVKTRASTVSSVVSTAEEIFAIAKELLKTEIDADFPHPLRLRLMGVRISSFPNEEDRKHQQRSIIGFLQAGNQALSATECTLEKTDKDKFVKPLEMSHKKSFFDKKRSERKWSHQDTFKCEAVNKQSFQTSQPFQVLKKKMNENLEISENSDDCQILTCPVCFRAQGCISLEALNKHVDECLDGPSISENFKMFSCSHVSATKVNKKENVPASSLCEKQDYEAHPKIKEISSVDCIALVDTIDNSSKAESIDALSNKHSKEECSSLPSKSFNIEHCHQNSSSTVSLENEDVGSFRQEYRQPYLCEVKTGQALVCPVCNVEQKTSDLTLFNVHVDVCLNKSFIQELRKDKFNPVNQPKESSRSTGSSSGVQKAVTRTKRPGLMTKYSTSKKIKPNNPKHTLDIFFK
#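 10 nM Pol kappa was preincubated with compounds for 15 min at room temperature. Reaction started with 50 nM (final) substrate. Fluorescence read kinetically at 0 and 10 min.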
# Pol iota inh = inhibitors of human DNA polymerase iota. Q9UNA4. Pol iota fluorescent replication assay, 10 min. Potency, µM (doses to about 115 µM), for the others: at the top dose activity, negative = inhibition, usual class: inhibitors. 390,000 tested, 1% active. AID 588590
#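 Fluorescent replication assay read twice, at 0 min and 10 min after adding 50 nM (final) substrate. Enzyme (10 nM) and compounds were first incubated 15 min at room temperature; enzyme-free buffer wells were negative controls.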
# Starred values were filed as active, the others as inactive; ? = inconclusive; . = no result given; & = joins results of further samples; [ ] = another dose, or the depositor's remark. The call rests on the fitted dose curve; in most records, active means well fitted curve in the direction sought with a large enough effect; inconclusive means small, poorly fitted or top-dose-only effect, or another doubt; inactive means no such curve, though single readings can be large; an effect the other way counts as inactive or inconclusive. Potency means the concentration at half of the fitted maximal effect.
JMJD2A Tudor inh,Pol eta inh,APEX1 inh,POLB inh,BLM inh,BAZ2B inh,G9a inh,Pol kappa inh,Pol iota inh,Structure
-10%,-3%,-4%,1%,-9%,15%,45%,-5%,43%[activator],CCN1CCc2c(OCc3ccc(C)cc3)cccc2C1=O
-12%,?,-1%,-1%,-1%,5%,23%[59 µM],-10%,-3%,COc1ccc(N2C(=O)C3[C@@H](C2=O)C2(Cl)C(Cl)=C(Cl)C3(Cl)C2(OC)OC)cc1 (stereo not given in full)
-19%,-14%,0%&3%,12%&-2%,-4%&-2%,-3%&0%,8%,7%,8%,OC1(Cc2ccccc2)CCNCC1
-4%,9%,-15%,5%,-7%,-3%,-2%,9%,-15%,Cc1ccc(S(=O)(=O)N2CCN(c3ncnc4sccc34)CC2)cc1
-8%,-17%,-3%,2%,0%,-5%,-6%,-18%,4%,Cc1ccc(C)c(NC(=O)C2CC(O)CN2C(=O)OCc2ccccc2)c1 (stereo not given)
-19%,-17%,.,4%,-2%,-19%,-7%[59 µM],-2%,18%,COc1ccc(NC(=O)Cc2csc(COc3cccc(C)c3)n2)cc1OC
-13%,-6%,-1%,43%,-1%,-31%,-8%[59 µM],-5%,55%[activator],Cc1ccc(Cc2cnc(NC(=O)/C(C#N)=C/c3ccc(-c4ccccc4[N+](=O)[O-])o3)s2)cc1
1%,-20%,17%,.,.,2%,22%[12.7 µM],-12%,1%,Cc1ccc(NC(=O)COC(=O)C2CC2)cc1Cl
-5%,-11%,5%,-1%,0%,-1%,-28%,-1%,73%[activator],CCCN1CCC(NC(=S)Nc2ccc(S(N)(=O)=O)cc2)CC1
-3%,-12%,18%,-8%,-2%,2%,5%[59 µM],5%,7%,COc1cccc(OC)c1OCCNCCO
37%[activator],-19%,0%,-4%,1%,28%,20%[59 µM],0%,3%,Cc1cccc(Oc2cnn(C(C)(C)C)c(=O)c2Cl)c1
-24%,-3%,-1%,1%,2%,0%,?,8%,20%,CCOC(=O)N1CCN(c2c(NCCCOC(C)C)c(=O)c2=O)CC1
-16%,-14%,11%,28%,-5%,-28%,20%[59 µM],-4%,21%,CCCC(=O)N(CCN1CCOCC1)c1nc2c(C)ccc(C)c2s1
-16%,-7%,-7%,0%,-2%,-14%,4%,-18%,7%[58.9 µM],Cc1nc(COc2ccccc2Cl)sc1-c1ccnc(N)n1
.,.,-7%,15%,3%,-36%,?,.,.,O=C(CCCCCNc1nc(=S)[nH]c2ccccc12)N1CCN(c2ccccn2)CC1
.,.,0%,.,0%,.,2%[12.7 µM],-4%[60.1 µM],.,CC(=O)N1CCC2(CCCN(C(c3ccccc3)c3ccccc3)C2)CC1
-9%,-12%,1%,-3%,-3%,-16%,-6%,13%,27%,COc1cccc(C(=O)OCCN2CCOCC2)c1
-11%,2%,.,0%,-20%,0%,-2%[59 µM],-15%[60.1 µM],-5%,COC(=O)c1ccc(Nc2ncnc3c2cnn3C)cc1
-13%,-4%,-19%,0%,-5%,-17%,-12%,-12%,20%,CCCc1ccc2oc(C(=O)N3CCC(O)CC3)c(C)c2c1
-11%,-16%,1%,3%,1%,-21%,8%[59 µM],2%,8%,CC(O)[C@H]1CNC(=O)C(=O)N1CCc1cc(C(F)(F)F)cc(C(F)(F)F)c1 (stereo not given in full)
-9%,-7%,0%,54%,-3%,4%,?,-17%,-5%,O=S(=O)(Nc1ccncc1Cl)c1cccc(Cl)c1Cl
-23%,-2%,.,33%,-6%,9%,22%[59 µM],-17%,53%[activator],CN1CCc2c(sc(NC(=O)CSc3ccc(F)cc3)c2-c2nc3ccccc3s2)C1
54%[activator],-8%,-1%,0%,-5%,33%,98%[activator],-10%,-28%,COc1cc(OC)nc(Oc2ccccc2C(=O)Oc2cccc(C)c2)n1
?,?,0%,-27%,-20%,10µM*,21%[59 µM],-25%,?,COc1cc([N+](=O)[O-])cc(/C=N/NC(=O)c2ccc(C)nc2)c1O
19%,-13%,.,.,.,.,.,-18%,21%,CCCCN1CC(COCc2ccccc2)Oc2cc(Br)ccc2S1(=O)=O (stereo not given)
-13%,0%,0%,2%,-2%,3%,-24%[59 µM],-8%,28%,COC(=O)c1ccc2c(c1)C(=O)/C(=C/c1ccc(C)cc1)O2
-3%,-5%,.,.,.,.,.,-7%,5%,CC1CCN(C(=O)Cn2cc(S(=O)(=O)CC(=O)N3CCOCC3)c3ccccc32)CC1
10%,-11%,3%,-27%,-13%,-23%,35%[activator][12.7 µM],-11%,119%[activator],Cc1ccc(C)c(-c2cc(C(=O)NN3CCOCC3)c3ccccc3n2)c1
-15%,-17%,7%,15%,0%,48%[activator],.,-6%,27%,COc1ccc(S(=O)(=O)N2CCOC2CNC(=O)C(=O)NCCc2ccc(S(N)(=O)=O)cc2)cc1 (stereo not given)
-13%,-18%,?,14%,-4%,-10%,19%,-8%,181%[activator],CC1(c2ccc3noc(-c4cccc(F)c4)c3c2)OCCO1
-14%,-14%,21%,25%,-2%,1%,17%,-6%,27%,Cc1cccc(N(CC(=O)NC2CCCCC2)C(=O)CCC(=O)Nc2nccs2)c1
-13%,-8%,-2%,51%,-3%,-12%,14%,-5%,9%,COc1ccc(/C=N\NC(=O)CNC(=O)C2COc3ccccc3O2)cc1[N+](=O)[O-] (stereo not given)
-23%,2%,0%,41%,-6%,1%,17%[59 µM],-12%,3%,O=C(NCc1ccc2c(c1)OCO2)c1ccc2c(=O)n(C3CCCC3)c(=O)[nH]c2c1
-14%,-9%,67%[activator],-29%,-4%,18%,?,-15%,29%,Fc1cccc(/C=N/n2c(C3CCCCC3)n[nH]c2=S)c1
?,-10%,6%,-25%,-11%,-23%,-12%,-7%,44%[activator],Cn1cnc([N+](=O)[O-])c1Sc1ccc(C(C)(C)C)cc1
-11%,-3%,-20%,?,0%,2%,7%,-32%,11%,COC(=O)c1cc(OC(=O)c2ccc(=O)[nH]c2)cc(C(=O)OC)c1
173%[activator],8%,0%,2%,-2%,57%[activator],27%[0.501 µM],0%,14%,N/C(=N\OC(=O)c1ccccc1Cl)c1ccccc1
-11%,-6%,-7%&-10%,7%,1%&-1%,-2%,11%,9%,30%,CC(=O)C1=C(C)N(Cc2ccccc2)C(=O)N[C@H]1c1cccs1
-1%,-14%,9%,.,.,2%,18%[59 µM],-8%,-8%,O=C(C1CC(=O)N(c2ccc3c(c2)OCCO3)C1)N1CCN(Cc2ccccc2)CC1 (stereo not given)
-9%[11.4 µM],?,-7%,-2%,-14%,45µM*,-21%[59 µM],-16%,?,COCCCn1c(=O)/c(=C\c2cccc(OC)c2OC)s/c1=C(/C#N)C(=O)Nc1ccc(C(=O)O)cc1
56µM*,2%,0%,?,23%,?,11µM*,-12%,33%[activator],CCN(CC)CCOC(=O)c1ccc(N/C=C(/C#N)c2nc(-c3ccc(OC)cc3)cs2)cc1
-7%,-2%,19%,36%,-1%,1%,-4%,-8%,13%,O=C(NC1CCOc2ccccc21)c1ccc(=O)[nH]c1 (stereo not given)
-7%,-19%,-5%,50%,-1%,-1%,-4%,-9%,111%[activator],Cn1nc([N+](=O)[O-])nc1Oc1ccccc1C(=O)N1CCOCC1
-16%,-11%,2%,30%,-1%,2%,.,24%,5%,CCOc1ccc(CCNC(=O)CCc2nnc3ccc(N4CCOCC4)nn23)cc1OCC
-30%,-8%,9%,.,.,-37%,?,1%,32%,Cc1ccccc1NC(=O)Cc1nc(-c2c[nH]c(C(=O)N3CCCC3)c2)cs1
-3%,-9%,9%,12%,2%,1%,6%,-3%,-12%,COc1cc2c(cc1OC)CC(=O)N(C)CC2
-9%,-7%,-6%,-1%,-5%,4%,-39%,-6%,-5%[58.9 µM],CCCc1cn(S(=O)(=O)c2ccc(OC)cc2OC)nc1N
-20%,-17%,3%,-2%[57.1 µM],0%,-2%,-6%,-18%,16%,COc1ccccc1CC(=O)Nc1ccc2nc(C)sc2c1
-14%,8%,4%,-12%,2%,-1%,8%,2%,13%,O=C(CN1C(=O)NC2NC(=O)NC21)N/N=C/c1ccc(F)cc1 (stereo not given)
-3%,-17%,.,1%,-4%,-13%,10%[59 µM],-1%,40%[activator],Cc1ccc(-c2nnn3c2nc(NCCc2ccccc2)c2ccccc23)cc1

# Continued:
JMJD2A Tudor inh,Pol eta inh,APEX1 inh,POLB inh,BLM inh,BAZ2B inh,G9a inh,Pol kappa inh,Pol iota inh,Structure
-9%,-16%,.,?,-4%,?,?,-13%,-5%,CCOC(=O)Cn1c(=O)oc2cc(S(=O)(=O)N3CCN(c4cccc(Cl)c4)CC3)ccc21
-18%,-13%,16%,25%,2%,2%,.,-15%,20%,CCc1c(C(=O)NC(C)C2CCCO2)csc1C (stereo not given)
-14%,3%,-7%,41%,-2%,-3%,-5%,-7%,11%,COc1ccc(CNC(=O)CN(Cc2ccccc2)C(=O)c2csnn2)cc1
?,?,-2%,0%,0%,-33%,-9%[59 µM],-15%,?,COc1ccc(-c2nnn(CC(=O)N(Cc3ccco3)C(C(=O)NCC3CCCO3)c3ccco3)n2)cc1 (stereo not given)
-1%,-20%,14%[12.4 µM],3%,-1%,1%,5%[59 µM],-5%,24%,COCCNC(=O)CN(Cc1ccco1)C(=O)CCC(=O)Nc1nccs1
.,.,3%,0%,-1%,10%,40µM*,.,.,COc1cccc(C2=CC(c3ccc(C)cc3)n3ncnc3N2)c1 (stereo not given)
-21%,-8%,1%,-2%,-2%,-39%,38%[0.501 µM],0%,-27%,CN(C(=S)NC(=O)c1ccccc1Br)C1CCCCC1

# 3 compounds from above, ordered by molecular weight, lowest first:
JMJD2A Tudor inh,Pol eta inh,APEX1 inh,POLB inh,BLM inh,BAZ2B inh,G9a inh,Pol kappa inh,Pol iota inh,Structure
-13%,-18%,?,14%,-4%,-10%,19%,-8%,181%[activator],CC1(c2ccc3noc(-c4cccc(F)c4)c3c2)OCCO1
-9%,-7%,-6%,-1%,-5%,4%,-39%,-6%,-5%[58.9 µM],CCCc1cn(S(=O)(=O)c2ccc(OC)cc2OC)nc1N
-23%,2%,0%,41%,-6%,1%,17%[59 µM],-12%,3%,O=C(NCc1ccc2c(c1)OCO2)c1ccc2c(=O)n(C3CCCC3)c(=O)[nH]c2c1

# Three compounds out of the list above, ordered by the value under Pol eta inh, falling.
Molecule	Pol eta inh
CN(C(=S)NC(=O)c1ccccc1Br)C1CCCCC1	-8%
CCc1c(C(=O)NC(C)C2CCCO2)csc1C (stereo not given)	-13%
CCOC(=O)Cn1c(=O)oc2cc(S(=O)(=O)N3CCN(c4cccc(Cl)c4)CC3)ccc21	-16%

# A portion of the library (hit frequency here may not be typical).
